SIAE primary: blocks human sialic acid acetylesterase; Q9HAT2; SIAE FP-Rh probe binding, fluorescence polarization; actives 0.69% (n = 370,000); inhibition, % at 9.66 µM;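 active = inhibition above a cutoff: mean of compounds within the control limits plus 3 SD of those, cut at about 17% in these data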;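 note: 0% = plate median of compound wells and 100% = probe without SIAE protein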
Target sequence (Q9HAT2 whole entry, looked up): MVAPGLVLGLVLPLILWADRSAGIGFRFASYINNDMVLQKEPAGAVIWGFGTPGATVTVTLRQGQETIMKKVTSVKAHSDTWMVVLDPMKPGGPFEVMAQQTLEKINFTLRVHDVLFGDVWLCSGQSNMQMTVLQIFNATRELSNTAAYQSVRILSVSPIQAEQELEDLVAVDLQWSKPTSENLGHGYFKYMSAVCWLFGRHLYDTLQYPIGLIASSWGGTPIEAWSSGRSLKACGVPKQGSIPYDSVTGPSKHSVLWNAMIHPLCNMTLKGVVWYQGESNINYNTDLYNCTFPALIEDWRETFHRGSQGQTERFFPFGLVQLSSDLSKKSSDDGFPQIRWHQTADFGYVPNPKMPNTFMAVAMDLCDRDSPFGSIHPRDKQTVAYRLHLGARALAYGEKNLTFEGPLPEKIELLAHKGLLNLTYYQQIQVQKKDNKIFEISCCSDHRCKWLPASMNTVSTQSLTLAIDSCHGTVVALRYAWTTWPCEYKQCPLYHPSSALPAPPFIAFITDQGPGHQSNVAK
TDP2 inh: TDP2 (human) inhibition, absorbance primary screen; recombinant TDP2, T5PNP hydrolysis, p-nitrophenol absorbance 415 nm; inhibition, % at 12.8 µM; actives 0.34% (n = 370,000); AID 720702;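 active = inhibition above the mean of all tested compounds plus 3 SD, set per campaign, cut at about 25% in these data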;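 note: 0% = DMSO with enzyme and 100% = buffer with substrate but no TDP2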
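Test system: human TDP2 enzyme; Input: 120 nM TDP2 per well; Buffer or medium: Mg2+-containing Tris-HCl buffer, pH 7.5; Reagent: 5 mM T5PNP; Dosing: 12.8 µM single point, 1% DMSO; Incubation: reaction 2 h, 37 °C; Detection: p-Nitrophenol epi absorbance; Read-out: % inhibition relative to enzyme-containing and enzyme-free wells; Replicates: single well per compound.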
HTRA1 inhibitor: inhibitors of human serine peptidase HTRA1. inhibition, % at 5.96 µM. Q92743. actives 0.5% (n = 340,000). recombinant HTRA1, FP-rhodamine activity-based probe, fluorescence polarization; in the data active = inhibition above about 36%;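 note: 0% = enzyme with DMSO and 100% = wells lacking enzyme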
TCR CD3 inh: inhibitors of human TCR-CD3 interaction | TAMRA-labeled TCR probe fluorescence, biochemical | inhibition, % at 9.4 µM | actives 0.37% (n = 360,000); in the data active = inhibition above about 19%;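 note: recombinant mutant TCR 2C K166C tagged with TAMRA read by polarization; 0% = receptor in buffer alone and 100% = receptor with positive control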
LEDGF integ inh: blocks HIV-1 LEDGF/p75-dependent DNA integration. TR-FRET IN-LEDGF/p75 DNA integration, Eu/Cy5. actives 0.64% (n = 370,000). inhibition, % at 3.7 µM;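 active = inhibition above the screen-wide mean plus 3 SD, cut at about 13% in these data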;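 note: signal is the Cy5 over europium emission ratio at 671 and 618 nm; 0% = plate median of compound wells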
PRMT1 FP inh: blocks human protein arginine methyltransferase 1. Q99873. recombinant PRMT1, activity-based probe fluorescence polarization. inhibition, % at 2.79 µM. actives 1.3% (n = 370,000). AID 652257;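 active = inhibition above about 21% made by adding two undisclosed values, limit read from the data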
mABHD4 FP: inhibits mouse alpha/beta hydrolase domain 4 | Q8VD66 | actives 0.54% (n = 370,000) | inhibition, % at 8.92 µM | AID 720543 | purified mABHD4, FP-Rh probe fluorescence polarization;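 active = inhibition exceeding the mean over every tested compound plus 3 SD, cut at about 30% in these data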;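 note: 0% = plate median of compound wells and 100% = S159A mutant with DMSO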
Target sequence (Q8VD66 whole entry, looked up, the tested form may be a part): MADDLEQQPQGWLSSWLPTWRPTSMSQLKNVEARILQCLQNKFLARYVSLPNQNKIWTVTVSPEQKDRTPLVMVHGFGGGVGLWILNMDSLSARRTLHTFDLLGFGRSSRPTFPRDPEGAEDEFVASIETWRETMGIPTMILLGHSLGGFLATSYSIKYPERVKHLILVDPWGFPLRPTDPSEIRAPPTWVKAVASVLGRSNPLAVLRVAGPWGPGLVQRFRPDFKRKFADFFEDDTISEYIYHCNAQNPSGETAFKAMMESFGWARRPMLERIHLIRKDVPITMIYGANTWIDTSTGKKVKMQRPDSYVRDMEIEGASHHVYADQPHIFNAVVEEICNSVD
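Assay system: mABHD4 protein; medium: HEPES pH 7.0, NaCl, Pluronic buffer; dosing: 8.92 µM, single dose; schedule: 45 min + 60 min at 25 °C; signal: FP readout, ex 525 nm / em 598 nm; read-out: normalized percent inhibition of probe labeling; repeats: single replicate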
DDE Tn7 FP inh: disrupts Tn7 cyclic peptide binding to fibrin D-Dimer-E complex | inhibition, % at 8.3 µM | FP displacement of FITC-Tn7 peptide from fibrin DD(E); 0% = median of compound wells per plate | actives 0.13% (n = 370,000) | AID 720508 | P02675;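 active = inhibition above the mean of compounds falling within the control limits plus 3 SD of them, cut at about 14% in these data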;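 note: 0% = plate median of compound wells and 100% = 10 µM Aha-Tn7 peptide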
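Test system – human fibrin DD(E) · Times – 10 min preincubation, 3 h with tracer, room temperature · Detection – fluorescence polarization of the labelled Tn7 tracer · Measure – percent inhibition normalized to high-control wells · Benchmarks – high control wells with 10 µM unlabelled Aha-Tn7 peptide (full inhibition) · Repeats – singlicate testing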
UHRF1 binding: blocks human UHRF1 binding to methylated DNA | Q96T88 | UHRF1 binding to methylated oligo, TR-FRET | inhibition, % at 4.4 µM | actives 0.75% (n = 370,000) | AID 687016; in the data active = inhibition above about 21%;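 note: UHRF1 SRA domain binding a hemimethylated CpG hairpin DNA probe; 0% = median of test compound wells and 100% = reference inhibitor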
PG9 Ab binder: PG9 antibody binding by small molecule; TR-FRET gp120-PG9 antibody binding; inhibition, % at 6.7 µM; actives 0.43% (n = 360,000); in the data active = inhibition above about 8.5%
* marks the source's active call; other numbers are inactive results; . = no result given. Compounds were not picked by outcome. About 4.2% of those tested had a hit in this group.

SMILES	SIAE primary	TDP2 inh	HTRA1 inhibitor	TCR CD3 inh	LEDGF integ inh	PRMT1 FP inh	mABHD4 FP	DDE Tn7 FP inh	UHRF1 binding	PG9 Ab binder
C/C(Cc1ccccc1)=N\NC(=O)C1CCCCC1	9	-2	11	3	2	11	20	-8	-1	-0.6
CN(CCOc1cccc(C(F)(F)F)c1)Cc1ccccc1	-4	1	-1	-3	5	-9	11	-5	-2	-1.1
CC(c1ccccc1)C1CC(=O)N(CC(=O)O)C1=O (centres undefined)	0	1	3	-9	3	-1	-4	2	9	2.1
COc1cc(CC(=O)N(C)CC(=O)Nc2cc(C)ccc2C)cc(OC)c1OC	-2	-5	5	-7	-1	4	-7	6	3	1.4
COc1cc(C(=O)Nc2cc(C(F)(F)F)ccc2-n2cncn2)cc(OC)c1OC	-7	-4	4	9	-4	-2	0	2	0	-2.0
CCNC(=O)Nc1ccc2c(c1)C(=O)N(C)[C@H]1CC[C@@H](CC(=O)NCCN3CCCC3)O[C@@H]1CO2	-1	6	.	.	2	-2	-1	2	1	.
CCOC(=O)C1Sc2ccccc2NC1=O (centres undefined)	-7	-4	3	10	-1	-1	3	-4	2	-3.0
Cc1cc(C)c(OCC(=O)OCCNC(=O)c2cccnc2)c(C)c1	-2	6	2	-1	-1	-1	-2	1	-2	0.4
COCc1cc(C)nc(N2CCCCC2)c1C#N	-1	-2	3	5	2	0	3	-2	2	-0.5
COc1ccccc1-c1sc2ccccc2c1-c1cnc(N2CCOCC2)nc1	-7	-4	.	-5	-5	3	-8	-7	-12	-1.3
O=C(Nc1nccs1)c1cn2ccccc2n1	-3	-1	2	7	0	-2	-3	13	-5	1.7
NC1=NC(=O)C2(COC(c3ccncc3)OC2)S1 (centres undefined)	2	-4	3	7	3	-2	3	-5	-2	-3.2
O=C(O)c1cc(-c2c[nH]c3ccccc23)nc2cc3ccccc3cc12	11	-2	.	-16	7	1	23	1	4	0.4
CCCc1nc2n[nH]c(N)c2c2c1CCC2	1	0	-2	2	-4	-2	0	-1	-2	-1.9
Cc1cc(C)c2[nH]c(=O)c(C(c3nnnn3C(C)(C)C)N3CCN(C(=O)c4ccco4)CC3)cc2c1 (centres undefined)	-3	-2	3	0	2	7	5	4	0	-0.5
Cc1cc(C)cc(OCCN2CCOCC2)c1	-1	-1	5	7	3	0	3	-7	0	0.8
O=C(NNC(=O)c1ccc(Cl)cc1Cl)c1ccncc1	11	10	0	1	3	-2	2	1	0	-0.5
CCOCC(=O)Nc1nc2ccc(C)cc2s1	-2	16	-1	-2	-1	-1	4	1	-3	1.1
COc1ccc(CN2CCC(n3nccc3NC(=O)C3CC3)CC2)cc1O	4	10	0	13	0	-1	5	-1	-2	-1.5
CCOc1cc(S(=O)(=O)NCc2ccccc2)ccc1F	-3	-9	-8	1	-1	1	-3	-3	0	-2.2
CCCOc1ccc(S(=O)(=O)N2CCOCC2)cc1[N+](=O)[O-]	-2	10	-3	2	3	-3	2	0	1	-0.3
CS(=O)(=O)N(Cc1ccc(C(=O)NN=C2CCCCCC2)cc1)c1ccccc1	-8	-1	-18	33*	-4	0	12	-3	-3	-2.0
Cc1nnsc1SC(C)C(=O)O (centres undefined)	2	4	-2	-1	-1	0	10	2	-3	-1.1
C=CCn1c(-c2ccncc2)n[nH]c1=S	1	-1	.	1	-1	0	4	0	1	-1.0
CC(C)(C)S(=O)N1Cc2cc(C(=O)NCc3ccc4c(c3)OCO4)nc(-c3cccc(-c4ccccc4)c3)c2[C@@H]1CCO (some centres undefined)	-16	10	.	3	4	1	-19	-2	-1	-0.4

Structures listed above that bear a hit mark in TCR CD3 inh.
compound,SIAE primary,TDP2 inh,HTRA1 inhibitor,TCR CD3 inh,LEDGF integ inh,PRMT1 FP inh,UHRF1 binding,PG9 Ab binder
CS(=O)(=O)N(Cc1ccc(C(=O)NN=C2CCCCCC2)cc1)c1ccccc1,-8,-1,-18,33*,-4,0,-3,-2.0

New compounds follow
SMILES	SIAE primary	TDP2 inh	HTRA1 inhibitor	TCR CD3 inh	LEDGF integ inh	PRMT1 FP inh	mABHD4 FP	DDE Tn7 FP inh	UHRF1 binding	PG9 Ab binder
COc1cc(C)c(C(C)C)cc1S(=O)(=O)NC1CC(C)(C)NC(C)(C)C1	4	5	1	-10	-5	-5	8	5	-2	1.4
CC1(C)NC(=O)N(CC(=O)OCC(=O)Nc2cc(S(=O)(=O)N3CCCCCC3)ccc2Cl)C1=O	-7	1	1	-10	-4	2	9	-4	1	-0.8
O=C1CC(N2CCN(c3ccccc3)CC2)C(=O)N1c1ccc(Cl)cc1 (centres undefined)	-1	-24	5	-9	2	2	-4	1	2	-2.9
CCN1CCN(C(=O)c2ccc(CS(=O)(=O)Cc3ccccc3C)o2)CC1	-3	-2	6	4	2	-1	3	-3	-2	-2.3
Cc1cc(N/C(=N/S(=O)(=O)c2ccc(F)cc2)c2ccccc2)n(-c2ccccc2)n1	-1	3	-24	8	3	-2	-11	-6	-1	-2.2
Nn1c(=S)[nH]c2sc3c(c2c1=O)CCCC3	3	6	9	-12	3	16	-5	5	1	9.7*
CCOC(=O)c1nnn(-c2nc(N3CCCC3)nc(N3CCCC3)n2)c1-c1ccccc1	-12	-1	-6	6	-1	-3	-2	3	-2	-0.2
CCCCCCN1C[C@H](O)[C@@H](n2cc(-c3ccc(F)cc3)nn2)C[C@@H]1c1ccc(Cl)cc1	-30	-10	-93	5	4	-1	-8	-4	1	-2.1
CCCC(CCC)C(=O)Nc1ccc2c(c1)N(C(=O)CN1CCN(C)CC1)c1ccccc1CC2	0	-6	-6	2	-1	-2	-5	-2	-4	-0.3
CC(=O)c1c(C)nc(-c2ccccc2)nc1NC(=O)C(C)C	-2	5	-2	9	-2	0	-3	-2	1	-1.0
O=C(N/N=C/c1ccccc1O)C(=O)N1CCCCCC1	0	-5	2	-2	-5	2	-3	-1	-2	-0.1
CCCCc1nc2ccccc2c(NC(=O)CNC(C)(C)C)c1CCC	11	15	-3	1	3	0	27	9	1	-1.5
O=C(N/N=C/c1cccs1)c1[nH]ncc1Br	-11	-25	4	10	1	0	-9	5	1	-2.3
O=S1(=O)c2ccc(N3CCN(Cc4ccccc4F)CC3)cc2Oc2ccccc2CN1Cc1cn(Cc2cccc(C(F)(F)F)c2)nn1	0	3	.	.	-4	-4	-4	4	2	.
COc1ccccc1Cn1c(=S)[nH]c2cc(C(=O)NCc3cccnc3)ccc2c1=O	-66	-6	-20	4	-2	8	-30	4	7	-0.5
O=C(O)c1cccc(NC(=O)c2ccc3c(c2)C(=O)N(Cc2ccco2)C3=O)c1	1	12	-6	8	3	0	13	2	2	-0.3
CCOC(CC(=O)NNC(=O)c1c(-c2ccccc2Cl)noc1C)OCC	-4	11	7	-1	0	-2	-3	5	-1	-0.9
O=C(COc1coc(CN2CCN(c3ccc(F)cc3)CC2)cc1=O)NCC1CCCO1 (centres undefined)	-10	-17	3	-7	3	-1	-9	-4	3	-1.6
COc1cc(/C=N/NC(=Nc2ccc(C)cc2)c2nc3ccccc3s2)ccc1O	8	-10	-36	-2	-1	1	-3	-5	3	-0.3
COc1cc2c(cc1OC)CN(C(=O)c1cc(S(=O)(=O)N3CCOCC3)ccc1Cl)CC2	0	-13	-7	1	1	1	5	-3	-1	-0.8
COc1cc(C(=O)Nc2cccc(C)c2C)c(Br)c(OC)c1OC	3	6	2	-2	1	3	-3	-7	-1	-3.1
Cn1ncc([N+](=O)[O-])c1C(=O)Nc1ccccc1	0	3	2	2	-2	-1	-2	1	0	-0.1
O=C(NC(=S)Nc1ccc(C(=O)N2CCOCC2)cc1)c1ccc([N+](=O)[O-])cc1	2	-1	-2	7	-1	3	6	4	2	-0.3
COc1ccc(S(=O)(=O)N2CCOC23CCN(S(=O)(=O)c2cc(C)ccc2OC)CC3)cc1	-1	0	3	-1	0	1	2	-1	0	-0.9
COC(=O)c1sc(-c2ccc(C(C)(C)C)cc2)cc1NC(=O)c1ccccc1C(=O)O	-27	4	-52	3	0	-1	-7	12	0	0.3

The listing continues.
SMILES	SIAE primary	TDP2 inh	HTRA1 inhibitor	TCR CD3 inh	LEDGF integ inh	PRMT1 FP inh	mABHD4 FP	DDE Tn7 FP inh	UHRF1 binding	PG9 Ab binder
CC(=O)Nc1ccc(NS(=O)(=O)c2cc(Cl)ccc2Cl)cc1	-3	-28	0	0	1	-9	-7	-3	-1	1.0
Cc1nc(SCc2nc3c(F)cccc3[nH]2)c2oc3ccccc3c2n1	-1	-6	-1	1	-1	0	-12	-3	-2	4.6
COc1ccc(OC)c(NC(=O)COC(=O)c2n[nH]c3ccccc23)c1	-5	-1	-25	-7	2	0	-7	-6	-3	-3.5
COC(=O)C1=C(C)N(Cc2ccccc2C(F)(F)F)C(=NCc2cc(OC)c(OC)c(OC)c2)NC1c1cccc(Cl)c1 (centres undefined)	-6	3	.	4	-2	-5	8	1	0	1.2
CS(=O)(=O)N1N=C(c2ccco2)CC1c1ccco1 (centres undefined)	-2	-3	15	5	9	9	2	4	-1	-0.1
CC1CCC(NC(=O)c2cccc(S(=O)(=O)N3CCN(c4ccccc4)CC3)c2)CC1 (centres undefined)	3	9	-3	1	-3	0	7	0	-2	1.0
CCN(CC)CCSc1nnc2c3ccccc3n(Cc3ccccc3)c2n1	11	11	-21	-6	1	2	1	-7	-1	-1.0
COc1ccc(-c2cc(-c3ccccc3)c(C#N)c(=S)[nH]2)cc1	6	-1	-13	-5	-5	9	7	-12	2	-0.1
CC(C)(C)c1nc(SCC(=O)Nc2ccc(N3CCOCC3)cc2)c2ccccc2n1	-1	-3	5	-1	0	1	2	-5	-1	3.5
CCCCC(CCC(=O)O)(C(=O)OCC)c1csc(Nc2ccc(C)cc2)n1 (centres undefined)	10	3	-2	7	0	2	7	2	1	-1.2
COc1ccc(NC(=O)c2cc(=O)c3ccccc3o2)cc1Cl	3	-14	10	-1	3	0	-6	-6	1	-1.1
Cc1cccc(CN2CCC(C(N)=O)CC2)c1	-2	-13	4	5	1	-3	6	-3	3	-1.1
N#C/C(=C\c1c(F)cccc1Cl)c1nn(-c2ccccc2)c(-n2cccc2)c1C#N	-5	-2	-26	-2	0	1	-13	-6	0	-1.6
NC(=O)C1(N2CCCCC2)CCN(C(=O)c2cc(COc3c(F)cccc3F)on2)CC1	2	-3	-3	-2	7	-5	1	-1	-1	-0.3
CCOc1ccc(CNC(=O)c2cccc(NC(=O)C3=C(C)OCCS3)c2)cc1	1	-5	-10	3	-4	4	3	1	1	0.1
Cc1cc(C)cc(NC(=S)NN)c1	2	-7	-16	0	-5	7	-9	6	5	-0.1
O=C(Nc1cccc(S(=O)(=O)NC2=NCCC2)c1)c1ccc(OC(F)F)cc1	-4	4	-2	-5	0	-2	-3	1	1	-0.8
